Assay outcomes (PubChem)
GalR3 antagonist – antagonists of human GalR3 | O60755 | HEK293 GalR3-CNG cAMP membrane potential fluorescence; galR3 body fused to GalR1 C-terminus | AID 651719 | 0.44% of 360,000 active | inhibition, % at 3 µM;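 active = inhibition above the screen-wide average plus 3 SD, cut at about 13% in these data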;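 also: forskolin and galanin both at EC90 stimulate the cells; cAMP rise reported by CNG channel membrane potential dye signal; 0% = forskolin plus galanin with DMSO and 100% = forskolin alone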
Target sequence (O60755 1-299 limits assumed): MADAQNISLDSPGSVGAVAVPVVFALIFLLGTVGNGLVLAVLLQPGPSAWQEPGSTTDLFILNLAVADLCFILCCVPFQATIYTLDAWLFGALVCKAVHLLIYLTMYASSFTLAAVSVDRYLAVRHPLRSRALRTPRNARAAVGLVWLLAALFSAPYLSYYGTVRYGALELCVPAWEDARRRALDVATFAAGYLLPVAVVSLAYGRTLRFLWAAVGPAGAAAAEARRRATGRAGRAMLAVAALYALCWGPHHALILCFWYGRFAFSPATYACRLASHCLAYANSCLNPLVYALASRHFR
V1aR counter – V1a receptor agonism, counter-screen for OXTR agonists; CHO-V1R cells, Fluo-8 calcium fluorescence, agonist mode; 0% DMSO, 100% 3 nM vasopressin; P37288; 0.25% of 320,000 active; activation, % at 3 µM;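 active = activation above the mean activation of all tested compounds plus 3 SD, per screening run, cut at about 20% in these data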;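 also: signal is peak over basal fluorescence ratio across a 100 second FLIPR read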
Target sequence (P37288 whole entry, looked up): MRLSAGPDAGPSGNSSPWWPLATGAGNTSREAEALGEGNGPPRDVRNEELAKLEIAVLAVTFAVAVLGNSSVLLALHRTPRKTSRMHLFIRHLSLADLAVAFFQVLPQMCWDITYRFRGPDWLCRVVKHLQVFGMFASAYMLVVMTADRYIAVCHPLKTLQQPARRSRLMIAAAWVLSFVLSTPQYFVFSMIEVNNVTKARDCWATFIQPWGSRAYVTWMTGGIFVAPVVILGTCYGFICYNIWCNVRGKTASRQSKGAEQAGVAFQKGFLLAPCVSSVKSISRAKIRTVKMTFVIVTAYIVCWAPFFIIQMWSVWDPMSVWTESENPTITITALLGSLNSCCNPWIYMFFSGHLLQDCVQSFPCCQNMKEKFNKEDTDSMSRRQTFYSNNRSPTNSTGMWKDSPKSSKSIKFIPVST
FID counter – displaces DNA intercalator in HCV helicase counter-screen | DNA fluorescent intercalator displacement, fluorescence | inhibition, % at 7.9 µM | 0.17% of 290,000 active | AID 1845; in the data active = inhibition above about 37%;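 also: 0% = vehicle and 100% = reference compound; higher means more ethidium bromide displaced from hairpin DNA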
GPR7 antag – human neuropeptides B/W receptor 1 antagonism. P48145. GPR7-expressing cells, fluorescence antagonist assay. inhibition, % at 4.4 µM. 1.1% of 290,000 active; in the data active = inhibition above about 16%, passing the limit was not always enough;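 also: cells stimulated with the agonist NPW; 0% = agonist with vehicle and 100% = vehicle without agonist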
IMP-1 inh – inhibitors of Pseudomonas aeruginosa IMP-1 metallo-beta-lactamase; purified IMP-1, nitrocefin hydrolysis, epi-absorbance fluorescence; inhibition, % at 5.6 µM; 0.45% of 290,000 active; AID 1556;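 active = inhibition above the mean plus 3 SD of all compounds in the same screening run, cut at about 4.5% in these data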;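 also: 0% = IMP-1 with DMSO and 100% = DMSO wells lacking enzyme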
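Test system: recombinant IMP-1 enzyme, purified / Medium: HEPES buffer pH 7.1 with ZnSO4 and Brij 35 / Doses: single dose, 5.6 µM / Times: 25 °C, 15 min preincubation, 25 min reaction / Detection: Epi-absorbance via hydrolysed-nitrocefin quenching of white-plate fluorescence, 480/530 nm, EDTA stop / Evaluation: percent inhibition from optical density relative to buffer-blank wells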
OXTR agonist – agonists of human oxytocin receptor | AID 2435 | activation, % at 3 µM | CHO-OTR cells, Fluo-8 calcium fluorescence; normalized: DMSO 0%, oxytocin 100% | P30559 | 0.32% of 320,000 active;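 active = activation above the mean of all tested compounds plus 3 SD, cutoff set per screening run, cut at about 20% in these data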;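 also: peak over basal fluorescence ratio from a 100 s FLIPR kinetic read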
HCV NS3 hel inh – HCV NS3 helicase inhibition; 0.56% of 290,000 active; NS3 helicase DNA unwinding, Cy5 molecular beacon fluorescence; inhibition, % at 10.9 µM;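 active = inhibition above the mean of all tested compounds plus 3 SD, set per campaign, cut at about 35% in these data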;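 also: 0% = DMSO wells and 100% = thioflavine S control wells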
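Measured by: Cy5 fluorescence, 0 and 60 min reads / Assay system: NS3 helicase fragment of HCV / Control set: low DMSO, high thioflavine S at 110 µM / Times: 1 h reaction at 25 °C, ATP-initiated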
PHOSPHO1 inh – blocks human PHOSPHO1 phosphatase activity. 1.1% of 290,000 active. AID 1565. Q8TCT1. recombinant PHOSPHO1, absorbance phosphatase assay. inhibition, % at 13.3 µM; in the data active = inhibition above about 60%
Target sequence (Q8TCT1 whole entry, looked up): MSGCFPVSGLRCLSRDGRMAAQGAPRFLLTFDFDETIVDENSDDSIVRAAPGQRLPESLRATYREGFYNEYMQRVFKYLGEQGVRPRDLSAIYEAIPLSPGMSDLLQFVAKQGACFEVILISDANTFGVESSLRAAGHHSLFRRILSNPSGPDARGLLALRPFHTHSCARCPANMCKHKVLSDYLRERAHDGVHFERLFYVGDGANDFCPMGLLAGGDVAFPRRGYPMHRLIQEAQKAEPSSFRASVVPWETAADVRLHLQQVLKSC
VIM-2 inh – inhibitors of Pseudomonas aeruginosa VIM-2 metallo-beta-lactamase; purified VIM-2, nitrocefin hydrolysis, epi-absorbance fluorescence; inhibition, % at 5.6 µM; 0.89% of 290,000 active; AID 1527;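 active = inhibition above the mean of all tested compounds plus 3 SD, cutoff set per screening run, cut at about 7.5% in these data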;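 also: red hydrolysis product quenches plate fluorescence so inhibitors raise well fluorescence; 0% = enzyme with DMSO and 100% = DMSO without enzyme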
Active calls of the source: *. Compounds were not picked by outcome. Share with any hit: about 4.3%.

What do the screens show for `CCCCc1nc2cc(C(=O)N3CCCC(COC)C3)ccc2o1` (stereo unspecified)?
GalR3 antagonist: 1.0; V1aR counter: -0.5; FID counter: -43.2; GPR7 antag: -6.0; IMP-1 inh: -3.9; OXTR agonist: -1.3; HCV NS3 hel inh: 0.9; PHOSPHO1 inh: 31.3; VIM-2 inh: -2.0

How did Cc1ccc(NC(=O)C(C)Sc2nnc(-c3cccnc3)o2)cc1 (stereo unspecified) do in these assays?
GalR3 antagonist: -5.1; V1aR counter: -0.3; FID counter: 0.7; GPR7 antag: -7.8; IMP-1 inh: -2.3; OXTR agonist: -0.6; HCV NS3 hel inh: -5.9; PHOSPHO1 inh: -22.1; VIM-2 inh: -1.8

How did O=C(COC(=O)C1=COCCO1)NCc1ccc(F)cc1 do in these assays?
GalR3 antagonist: -1.4; V1aR counter: 0.5; FID counter: -5.2; GPR7 antag: -14.4; IMP-1 inh: -2.8; OXTR agonist: 0.1; HCV NS3 hel inh: 7.9; PHOSPHO1 inh: 42.6; VIM-2 inh: -2.6

What do the screens show for `Fc1ccc(COc2ccccc2CNCc2ccncc2)cc1`?
GalR3 antagonist: -0.5; V1aR counter: 1.3; FID counter: 6.7; GPR7 antag: -6.5; IMP-1 inh: 0.3; OXTR agonist: 2.3; HCV NS3 hel inh: -15.6; PHOSPHO1 inh: 5.7; VIM-2 inh: -0.3

How did COc1ccc([N+](=O)[O-])cc1NC(=O)C(C)OC(=O)c1ccccn1 (stereo unspecified) do in these assays?
GalR3 antagonist: -2.6; V1aR counter: -0.2; FID counter: 0.0; GPR7 antag: -0.9; IMP-1 inh: -1.8; OXTR agonist: -1.3; HCV NS3 hel inh: 4.3; PHOSPHO1 inh: -13.4; VIM-2 inh: -2.9

How did COc1ccc2c(c1)-c1c(ssc1=S)C(C)(C)N2S(=O)(=O)c1ccc(C)cc1 do in these assays?
GalR3 antagonist: -2.7; V1aR counter: 0.2; FID counter: -6.5; GPR7 antag: -4.2; IMP-1 inh: -2.2; OXTR agonist: -1.2; HCV NS3 hel inh: 20.9; PHOSPHO1 inh: 17.2; VIM-2 inh: -3.5

How did Cc1nn(Cc2ccccc2Cl)c(C)c1NC(=O)NC12CC3CC(CC(C3)C1)C2 do in these assays?
GalR3 antagonist: -2.1; V1aR counter: 3.1; FID counter: -13.5; GPR7 antag: -4.7; IMP-1 inh: -1.3; OXTR agonist: 1.3; HCV NS3 hel inh: 2.5; PHOSPHO1 inh: 20.1; VIM-2 inh: -1.2

What do the screens show for `CCOC(=O)c1sc(NC(=O)c2ccc(S(=O)(=O)N(C)C)cc2)nc1C`?
GalR3 antagonist: 1.2; V1aR counter: 1.0; FID counter: -3.5; GPR7 antag: 0.6; IMP-1 inh: -1.9; OXTR agonist: 0.5; HCV NS3 hel inh: -0.2; PHOSPHO1 inh: -24.5; VIM-2 inh: -2.1

How did CCOc1ccccc1/C=N/NC(=O)CSc1n[nH]c(=O)[nH]c1=O do in these assays?
GalR3 antagonist: 1.3; V1aR counter: 1.3; FID counter: -5.7; GPR7 antag: 3.0; IMP-1 inh: -2.5; OXTR agonist: 0.1; HCV NS3 hel inh: -1.3; PHOSPHO1 inh: -16.9; VIM-2 inh: -2.8

Results for Cc1cc(C(=O)Nc2ccc(Cl)cc2)c(C)n1Cc1cccs1 ?
GalR3 antagonist: -0.7; V1aR counter: -1.1; FID counter: -11.3; GPR7 antag: -5.5; IMP-1 inh: 1.2; OXTR agonist: -2.6; HCV NS3 hel inh: -6.5; PHOSPHO1 inh: -9.9; VIM-2 inh: -0.6

How did CCC1CCC2(CC1)NC(=O)N(CC(=O)c1c(C)[nH]c3ccccc13)C2=O (stereo unspecified) do in these assays?
GalR3 antagonist: -0.5; V1aR counter: 2.8; FID counter: -15.4; GPR7 antag: -3.1; IMP-1 inh: 0.0; OXTR agonist: 6.6; HCV NS3 hel inh: -9.2; PHOSPHO1 inh: 15.8; VIM-2 inh: 2.8

What do the screens show for `COc1ccc(OC)c(NC(=O)CNC(c2ccccc2)c2ccccc2)c1`?
GalR3 antagonist: -6.7; V1aR counter: -0.1; FID counter: -24.7; GPR7 antag: -17.3; IMP-1 inh: -3.0; OXTR agonist: -2.3; HCV NS3 hel inh: -3.3; PHOSPHO1 inh: 11.4; VIM-2 inh: -4.6

How did CCOC(=O)c1sc2ncnc(N3CCN(C(=O)OCC)CC3)c2c1C do in these assays?
GalR3 antagonist: 14.8*; V1aR counter: -0.2; FID counter: -13.0; GPR7 antag: -8.2; IMP-1 inh: -2.0; OXTR agonist: -2.4; HCV NS3 hel inh: -2.9; PHOSPHO1 inh: 27.8; VIM-2 inh: -1.0

How did COc1ccc2c(c1)c1nc3ccccc3nc1n2Cc1ccc(OC(C)C)c(OC)c1 do in these assays?
GalR3 antagonist: 3.8; V1aR counter: 0.5; FID counter: 1.3; GPR7 antag: -2.5; IMP-1 inh: 0.0; OXTR agonist: 0.4; HCV NS3 hel inh: 13.2; PHOSPHO1 inh: -67.2; VIM-2 inh: -0.1

Results for COc1ccc(NC(=O)CN(C)C(=O)CCC2CCCC2)cc1 ?
GalR3 antagonist: -5.2; FID counter: -23.3; GPR7 antag: 4.5; IMP-1 inh: -3.5; HCV NS3 hel inh: -3.4; PHOSPHO1 inh: -118.0; VIM-2 inh: 0.2

Results for C/C(=N\Nc1cccc2cccnc12)c1ccc(N)cc1 ?
GalR3 antagonist: -7.4; V1aR counter: -0.7; FID counter: 2.1; GPR7 antag: -8.9; IMP-1 inh: -1.7; OXTR agonist: 0.8; HCV NS3 hel inh: -16.3; PHOSPHO1 inh: -145.0; VIM-2 inh: -1.0

Results for O=C1CC(N2CCc3ccccc32)C(=O)N1c1ccccc1 (stereo unspecified) ?
GalR3 antagonist: -0.9; V1aR counter: -2.0; FID counter: -5.5; GPR7 antag: -4.3; IMP-1 inh: -2.6; OXTR agonist: -1.1; HCV NS3 hel inh: 10.7; PHOSPHO1 inh: 17.7; VIM-2 inh: -2.5

Results for COc1cc2c(C#N)c(N3CCN(c4ccccc4OC)CC3)nc(N)c2c(N)n1 ?
GalR3 antagonist: -0.5; V1aR counter: 6.7; FID counter: -1.6; GPR7 antag: -3.8; IMP-1 inh: -4.1; OXTR agonist: 7.7; HCV NS3 hel inh: -2.6; PHOSPHO1 inh: 21.5; VIM-2 inh: -0.8

Results for CCn1c(P(C)(=O)O)nc2cc(NC(=O)c3ccccc3Cl)ccc21 ?
GalR3 antagonist: -5.9; V1aR counter: -0.1; FID counter: -3.5; GPR7 antag: 9.8; IMP-1 inh: 0.0; OXTR agonist: -0.3; HCV NS3 hel inh: 8.9; PHOSPHO1 inh: 32.0; VIM-2 inh: 1.8

What do the screens show for `COc1cc(/C=C2\SC(=O)N(CCNC(=O)c3sc4cc(F)ccc4c3Cl)C2=O)cc(OC)c1OC`?
GalR3 antagonist: -1.9; V1aR counter: -0.3; FID counter: -0.3; GPR7 antag: -15.2; IMP-1 inh: -1.5; OXTR agonist: 0.6; HCV NS3 hel inh: -12.1; PHOSPHO1 inh: 23.9; VIM-2 inh: -0.6

How did COC(CN1CCc2c(C)nc3c(C#N)cnn3c21)OC do in these assays?
GalR3 antagonist: -2.3; V1aR counter: 0.6; FID counter: -0.9; GPR7 antag: -9.8; IMP-1 inh: -3.9; OXTR agonist: -0.8; HCV NS3 hel inh: 5.4; PHOSPHO1 inh: 24.4; VIM-2 inh: 2.8

What do the screens show for `CC(=O)c1ccc(NC(=O)c2ccc3c(=O)n4c(nc3c2)CCCCC4)cc1`?
GalR3 antagonist: 1.4; V1aR counter: 4.7; FID counter: -20.9; GPR7 antag: 1.7; IMP-1 inh: -1.0; OXTR agonist: 4.1; HCV NS3 hel inh: -3.6; PHOSPHO1 inh: 38.2; VIM-2 inh: -3.9

Results for CCOC(=O)CSc1nnc(CNC(=O)c2cccs2)n1Cc1ccccc1 ?
GalR3 antagonist: -4.2; V1aR counter: 0.5; FID counter: -16.5; GPR7 antag: 1.4; IMP-1 inh: -2.9; OXTR agonist: -1.1; HCV NS3 hel inh: 0.1; PHOSPHO1 inh: 18.5; VIM-2 inh: -2.4

Results for Cc1ccccc1NC(=O)COC(=O)CCSc1ccccc1 ?
GalR3 antagonist: -1.1; V1aR counter: 0.0; FID counter: -16.5; GPR7 antag: -12.3; IMP-1 inh: 0.3; OXTR agonist: -1.6; HCV NS3 hel inh: -3.6; PHOSPHO1 inh: 48.0; VIM-2 inh: 1.3

Reprinted from the part before: 2 entries, then new ones.
Results for CCOC(=O)CSc1nnc(CNC(=O)c2cccs2)n1Cc1ccccc1 ?
GalR3 antagonist: -4.2; V1aR counter: 0.5; FID counter: -16.5; GPR7 antag: 1.4; IMP-1 inh: -2.9; OXTR agonist: -1.1; HCV NS3 hel inh: 0.1; PHOSPHO1 inh: 18.5; VIM-2 inh: -2.4

Results for Cc1ccccc1NC(=O)COC(=O)CCSc1ccccc1 ?
GalR3 antagonist: -1.1; V1aR counter: 0.0; FID counter: -16.5; GPR7 antag: -12.3; IMP-1 inh: 0.3; OXTR agonist: -1.6; HCV NS3 hel inh: -3.6; PHOSPHO1 inh: 48.0; VIM-2 inh: 1.3

Results for CCOC(=O)NNC1CC(=O)N(c2ccc(OC)cc2)C1=O (stereo unspecified) ?
GalR3 antagonist: 2.2; V1aR counter: 0.4; FID counter: -3.2; GPR7 antag: -5.5; IMP-1 inh: -2.6; OXTR agonist: 0.3; HCV NS3 hel inh: 1.9; PHOSPHO1 inh: 14.7; VIM-2 inh: -2.2

Results for O=C(Nc1nccs1)c1ccc(Br)c(S(=O)(=O)N2CCCC2)c1 ?
GalR3 antagonist: -4.3; V1aR counter: 7.0; FID counter: -15.7; GPR7 antag: 1.2; IMP-1 inh: -1.2; OXTR agonist: 4.7; HCV NS3 hel inh: -8.1; PHOSPHO1 inh: 26.3; VIM-2 inh: -3.0

What do the screens show for `S=C(Nc1ccccc1)Nc1ccc(Br)cc1`?
GalR3 antagonist: -5.4; V1aR counter: 1.6; FID counter: -3.0; GPR7 antag: -3.9; IMP-1 inh: 0.6; OXTR agonist: 4.3; HCV NS3 hel inh: 0.1; PHOSPHO1 inh: 28.5; VIM-2 inh: 0.3

What do the screens show for `COc1ccc(NC(=O)C2C(c3ccccc3)C2(Cl)Cl)c(OC)c1` (stereo unspecified)?
GalR3 antagonist: -6.0; V1aR counter: -1.8; FID counter: -18.6; GPR7 antag: -20.8; IMP-1 inh: -3.8; OXTR agonist: -2.0; HCV NS3 hel inh: -3.1; PHOSPHO1 inh: 24.3; VIM-2 inh: -3.2

Results for O=C(COC(=O)Cc1ccccc1[N+](=O)[O-])NCc1ccc(Cl)cc1 ?
GalR3 antagonist: -3.1; V1aR counter: -0.4; FID counter: 2.1; GPR7 antag: -5.2; IMP-1 inh: -3.8; OXTR agonist: -1.5; HCV NS3 hel inh: -2.4; PHOSPHO1 inh: 6.6; VIM-2 inh: -3.6
